Assay outcomes (PubChem BioAssay)
Avidin fluor: green autofluorescence of compounds with avidin beads – biophysical, 488/530 nm, flow cytometry, artefact control, profiling panel; compound fluorescence 488/530 nm; active compounds read high; fluorescence (KMESF) at 10 µM; 220,000 tested, 0.38% active; AID 1775, 2009; in the data active = fluorescence above about 47; also: inactives centre near 10
RGS4-Gao reg: modulators of RGS4 binding to Galphao, primary screen, biochemical, multiplexed bead flow cytometry. Guanine nucleotide-binding protein G(o) subunit alpha (Homo sapiens), P09471. actives lie on both sides. binding response (% of control), % at 10 µM. 220,000 tested, 0.33% active. AID 1415, 2008; in the data active = binding response below about 49% or above about 150%; inactive = in between;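 also: fluorescent Galphao activated with aluminum fluoride binding bead-coupled RGS4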
Target sequence (P09471 whole entry, looked up): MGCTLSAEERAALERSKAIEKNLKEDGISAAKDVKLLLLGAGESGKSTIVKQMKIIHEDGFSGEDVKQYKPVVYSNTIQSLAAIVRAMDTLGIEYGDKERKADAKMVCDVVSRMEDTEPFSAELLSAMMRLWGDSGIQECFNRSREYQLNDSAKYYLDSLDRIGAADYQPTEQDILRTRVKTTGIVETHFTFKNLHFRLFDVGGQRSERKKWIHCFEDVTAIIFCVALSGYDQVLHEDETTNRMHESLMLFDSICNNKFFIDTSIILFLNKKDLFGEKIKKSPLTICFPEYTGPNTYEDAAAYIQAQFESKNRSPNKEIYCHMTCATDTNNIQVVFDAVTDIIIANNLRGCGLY
Bcl-2 Bim block: inhibitors of Bim-Bcl-2 binding, primary screen, biochemical, multiplexed, human Bcl-2 family; Apoptosis regulator Bcl-2 (Homo sapiens), P10415; AID 950, 2007; inhibition, % at 10 µM; 190,000 tested, 0.06% active; Bead-based flow cytometry, Bim peptide-Bcl-2 binding; in the data active = inhibition above about 40%;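 also: 0% = no compound wells with probe peptide and 100% = reference peptide inhibitor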
Target sequence (P10415 whole entry, looked up): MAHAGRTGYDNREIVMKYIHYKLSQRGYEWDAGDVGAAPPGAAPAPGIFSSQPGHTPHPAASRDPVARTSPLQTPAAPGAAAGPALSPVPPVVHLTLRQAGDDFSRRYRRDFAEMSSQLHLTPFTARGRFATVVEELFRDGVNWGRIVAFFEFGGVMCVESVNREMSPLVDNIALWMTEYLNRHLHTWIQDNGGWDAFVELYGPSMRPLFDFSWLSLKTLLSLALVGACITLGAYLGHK
ABCB1 inh: ABCB1 efflux pump inhibitors, primary screen, cell-based, multiplex, flow cytometry, ABCG2 counter-screen; ATP-dependent translocase ABCB1 (Homo sapiens), P08183; inhibition, % at 6.6 µM; AID 1326, 2008; CCRF-Adr cells, JC-1 efflux; 190,000 tested, 0.067% active; in the data active = inhibition above about 40%;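 also: 0% = vehicle and 100% = reference inhibitor; higher value means more JC-1 retained so stronger ABCB1 efflux block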
RGS7-Gao: RGS7-Galphao binding modulators, primary screen, biochemical, multiplexed bead flow cytometry; AID 1439, 2008; 220,000 tested, 0.35% active; actives lie on both sides; binding response (% of control), % at 10 µM; in the data active = binding response below about 49% or above about 150%;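 also: fluorescent Galphao held in activated GDP-AlF4 state binding bead-coupled RGS7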
Bim-Bfl-1: inhibitors of Bim binding to Bfl-1, primary screen, biochemical, multiplexed, bead-based flow cytometry. 190,000 tested, 0.12% active. inhibition, % at 10 µM. AID 1008, 2008. Bcl-2-related protein A1 (Homo sapiens), Q16548. Bim-Bfl-1 binding inhibition;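 also: 0% = wells without compound plus tracer and 100% = blocker peptide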
Bcl-W Bim block: inhibitors of Bim binding to Bcl-W, primary screen, biochemical, multiplexed, bead-based flow cytometry; Bcl-2-like protein 2 (Homo sapiens), Q92843; Bim peptide-Bcl-W binding; inhibition, % at 10 µM; 190,000 tested, 0.02% active;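 also: 0% = bound tracer without compound and 100% = peptide blocker; higher means less fluorescent Bim peptide bound to Bcl-W beads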
Target sequence (Q92843 whole entry, looked up): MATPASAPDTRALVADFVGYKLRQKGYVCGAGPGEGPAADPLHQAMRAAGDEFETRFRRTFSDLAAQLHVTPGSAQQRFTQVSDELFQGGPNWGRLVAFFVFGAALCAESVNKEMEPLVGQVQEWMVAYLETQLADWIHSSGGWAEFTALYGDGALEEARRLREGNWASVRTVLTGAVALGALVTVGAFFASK
Bcl-B Bim block: inhibitors of Bim-Bcl-B binding, primary screen, biochemical, multiplexed, human Bcl-2 family | bead-based flow cytometry, Bim peptide-Bcl-B binding | inhibition, % at 10 µM | 190,000 tested, 0.073% active | AID 951, 2007;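 also: 0% = tracer peptide without compound and 100% = reference inhibitor peptide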
ABCG2 inh: ABCG2 efflux pump inhibitors, primary screen, multiplex with ABCB1, IgMXP3 cells, flow cytometry. JC-1 efflux. 190,000 tested, 0.1% active. Broad substrate specificity ATP-binding cassette transporter ABCG2 (Homo sapiens), Q9UNQ0. inhibition, % at 6.6 µM;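 active = inhibition above 80%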;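 also: 0% = DMSO and 100% = nicardipine control wells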
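material = IgMXP3 (ABCG2) plus far-red-tagged CCRF-Adr (ABCB1) cells | amount = 3 million cells/mL, equal mix of both lines | also added = JC-1 transporter substrate | dosing = one concentration, 6.6 µM final | schedule = 10 min at 25 °C | measured by = flow cytometric JC-1 green MFI at 530 nm | read-out basis = percent efflux inhibition, scaled nicardipine 100% to DMSO 0%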
GSH fluor: compound fluorescence on glutathione beads, profiling panel, artefact control, biophysical, 488/530 nm, flow cytometry. GSH beads flow cytometry, compound fluorescence 488/530 nm; active compounds read high. 190,000 tested, 0.25% active. fluorescence (KMESF) at 10 µM; in the data active = fluorescence above about 89;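 also: glutathione beads carrying GST-tagged Bcl family fusion proteins plus one bare bead set; values are compound well signal with DMSO vehicle wells as background; inactives centre near 16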
Bim-Bcl-XL: inhibitors of Bim-Bcl-XL binding, primary screen, biochemical, multiplexed, bead flow cytometry, human Bcl-XL. 190,000 tested, 0.04% active. Bim peptide-Bcl-XL binding, fluorescence. inhibition, % at 10 µM. Bcl-2-like protein 1 (Homo sapiens), Q07817
Target sequence (Q07817 whole entry, looked up): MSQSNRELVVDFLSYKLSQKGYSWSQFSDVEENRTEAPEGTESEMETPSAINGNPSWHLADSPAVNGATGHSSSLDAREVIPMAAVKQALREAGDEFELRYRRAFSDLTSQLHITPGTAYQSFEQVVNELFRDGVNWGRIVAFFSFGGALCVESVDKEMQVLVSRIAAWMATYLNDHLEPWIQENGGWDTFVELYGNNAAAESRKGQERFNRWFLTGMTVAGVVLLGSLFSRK
An asterisk follows results filed as active; . = not tested or not shown. Rule as the data show it, unless noted: active = inhibition above about 40%. An unsorted share of the library. About 1.3% of those tested had a hit in this group.

structure	Avidin fluor	RGS4-Gao reg	Bcl-2 Bim block	ABCB1 inh	RGS7-Gao	Bim-Bfl-1	Bcl-W Bim block	Bcl-B Bim block	ABCG2 inh	GSH fluor	Bim-Bcl-XL
CN(Cc1ccccc1)C(=O)Cn1nc(C(F)(F)F)c2c1CCC2	14	101	-8	0.7	102	-11	0	-7	6	35	-4
CCCC(=O)Nc1ccccc1-c1nnc(SC)[nH]c1=O	4	97	6	1.0	95	10	6	5	4	10	9
O=C(NCCOc1ccccc1)c1cc2ccccc2o1	9	98	-4	-0.1	91	-1	-2	-2	0	26	-13
CCOc1ccc(N2C(=O)CN(CC(=O)OC)C2=S)cc1	16	100	-4	-2.5	102	-4	-4	-4	0	16	-1
O=C(CN1N=C(c2ccc(Cl)cc2)CCC1=O)NCCN1CCc2ccccc2C1	-5	14*	-8	0.7	4.0*	-13	-5	-7	6	12	-4
CC(C)=Cc1oc2ccc([N+](=O)[O-])cc2c1N1CC(C)OC(C)C1 (stereo unspecified)	11	100	-1	0.0	100	-1	-4	-4	8	12	-1
Cc1cc(C(=O)COC(=O)c2ccc3c(c2)NC(=O)CS3)c(C)n1CC1CCCO1 (stereo unspecified)	4	93	3	0.5	96	7	0	-1	3	13	-1
Cc1cccc(NC(=O)Cn2cnc3c(oc4ccccc43)c2=O)c1	27	101	-4	0.2	104	-9	0	-7	1	8	0
CCOc1ccccc1OCC(=O)Nc1ccc(S(=O)(=O)N(C)C)cc1	12	93	-2	1.2	95	-5	-1	0	13	49	1
Cc1nn(C)cc1C(=O)NNC(=S)Nc1ccc(Cl)cc1	11	106	4	0.8	103	2	-1	-6	5	16	0
Cc1ccc(N(CC(=O)Nc2ccc(-c3nc4ccc(C)cc4s3)cc2)S(C)(=O)=O)cc1	10	104	-7	-0.4	106	-3	-3	-4	0	17	-3
Cc1cc(Cl)c(S(=O)(=O)NC(C(=O)O)C(C)C)cc1OCC(=O)NC1CCCCC1 (stereo unspecified)	13	101	-7	0.6	101	-7	0	-7	4	36	-7
COc1ccc(S(=O)(=O)N2CCN(CCC(=O)Nc3ccccc3F)CC2)cc1	.	.	-8	0.5	.	-11	-2	-5	1	34	0
Cc1ccc(Cn2ccc(NC(=O)c3cc(C)on3)n2)cc1	10	105	-8	2.2	102	-7	-2	-4	10	37	-10
O=C(CN1C(=O)NC2(CCOc3ccccc32)C1=O)Nc1ccc2c(c1)OCCO2 (stereo unspecified)	11	97	-7	-0.3	99	-9	3	-7	4	46	0
COc1cc(C2Nc3ccccc3C(=O)N2c2ccccc2OC)ccc1O (stereo unspecified)	38	100	-2	0.7	100	-1	0	3	2	13	-2
COC(=O)[C@@]1(Cc2ccc(F)cc2)[C@H]2c3cc(C(=O)N(C)C)n(Cc4ccc(OC)c(OC)c4)c3C[C@H]2CN1C(=O)c1ccccc1	10	102	-2	9.4	99	-2	-1	-4	0	17	-6
O=C1Nc2ccccc2N(O)N1c1cc(-c2ccc(Cl)cc2)[nH]n1	21	100	2	-0.2	101	-4	2	0	1	8	2
CCc1ccc(NC(=O)CSc2nnc(CNC(=O)c3c(F)cccc3Cl)o2)cc1	8	101	-1	1.2	101	-2	-1	1	20	19	0
Cc1nc2sc(C(c3cccs3)N3CCC(C(N)=O)CC3)c(O)n2n1 (stereo unspecified)	9	104	-4	-2.9	102	-8	0	-3	-4	18	-1
CC(C)(C)c1nc(SCC(=O)NCc2cccs2)c2ccccc2n1	10	99	-6	1.0	97	-10	-5	-7	4	17	0
Cc1ccccc1-c1nnc(-c2ccc(Br)cc2)o1	5	96	-1	0.4	93	6	0	1	8	34	-2
CSc1nnc(SCC2=NNC(=O)SC2)s1	8	101	3	.	101	1	-2	0	-1	11	-2
CCCc1sc(N2CCCC(C(N)=O)C2)nc1-c1ccccc1 (stereo unspecified)	4	102	-4	0.4	99	-2	-11	-14	0	17	-15

Some of these compounds in order of molecular weight, largest number first:
structure	Avidin fluor	RGS4-Gao reg	Bcl-2 Bim block	ABCB1 inh	RGS7-Gao	Bim-Bfl-1	Bcl-W Bim block	Bcl-B Bim block	ABCG2 inh	GSH fluor	Bim-Bcl-XL
COC(=O)[C@@]1(Cc2ccc(F)cc2)[C@H]2c3cc(C(=O)N(C)C)n(Cc4ccc(OC)c(OC)c4)c3C[C@H]2CN1C(=O)c1ccccc1	10	102	-2	9.4	99	-2	-1	-4	0	17	-6
Cc1cc(Cl)c(S(=O)(=O)NC(C(=O)O)C(C)C)cc1OCC(=O)NC1CCCCC1 (stereo unspecified)	13	101	-7	0.6	101	-7	0	-7	4	36	-7
O=C(CN1N=C(c2ccc(Cl)cc2)CCC1=O)NCCN1CCc2ccccc2C1	-5	14*	-8	0.7	4.0*	-13	-5	-7	6	12	-4

More results follow.
structure	Avidin fluor	RGS4-Gao reg	Bcl-2 Bim block	ABCB1 inh	RGS7-Gao	Bim-Bfl-1	Bcl-W Bim block	Bcl-B Bim block	ABCG2 inh	GSH fluor	Bim-Bcl-XL
COC(=O)C(Cc1c[nH]c2ccccc12)NC(=O)CNC(C)=O (stereo unspecified)	10	100	-20	-0.1	102	-14	0	-26	1	50	3
N#C/C(=C1/CCCCCN1)c1nc2ccccc2s1	13	88	-6	0.4	90	-12	1	-8	2	36	-7
N/C(Cc1ccc([N+](=O)[O-])cc1)=N\OC(=O)COc1ccc2ccccc2c1	13	99	-11	9.2	100	-15	-2	-10	24	29	-3
CSc1nnc2c(n1)OC(c1cccn1C)N(C(C)=O)c1ccccc1-2 (stereo unspecified)	6	102	-5	1.8	104	-14	0	-5	9	47	-14
Brc1ccc(N/N=C(/N=Nc2nn[nH]n2)c2ccccc2)cc1	5	101	2	-0.3	100	-11	0	-2	0	22	-2
COc1ccc(NC(=O)c2cccnc2N2CCCCC2)cc1	40	100	-7	1.6	100	-12	3	-2	4	26	-1
O=C(CN(C(=O)CNC(=O)c1ccco1)c1ccc2c(c1)OCO2)NC1CCCCC1	11	99	-2	-3.0	102	-1	-3	0	-4	21	-3
O=C1C2C(C(=O)N1c1ccncc1)C1C=CC2C12CC2 (stereo unspecified)	17	101	-6	0.2	98	-9	0	-9	0	23	-3
O=C(NNc1nc2c(F)cc(F)cc2s1)C1=COCCO1	30	103	0	-0.4	105	0	5	-5	-2	11	0
O=C(CCc1ccccc1)Nc1nnc(-c2cccs2)o1	15	92	2	-0.3	95	3	0	1	0	13	0
CCOc1ccc(NC(=O)C2CCN(C(=O)NC3CCCCC3)CC2)cc1	7	96	0	0.0	97	-3	-5	-7	0	17	-6
Cc1ccc(C(=O)c2ccccc2C(=O)OCC(=O)Nc2ccc(SC(F)F)cc2)cc1	14	99	-2	0.9	97	-1	-2	-8	7	7	-6
O=C(CN1CC[n+]2c(-c3cccs3)csc21)c1ccc(-c2ccccc2)cc1	9	112	0	-1.2	107	5	0	-3	2	7	0
CCC(C(=O)NC1CCCC1)N(C(=O)Cn1nnc(-c2ccc(OC)c(OC)c2)n1)C1CCCCC1 (stereo unspecified)	10	103	-8	5.2	100	-3	2	-5	5	33	8
c1ccc(C2=NC(c3ccccc3)N=C(c3ccccc3)N2)cc1	20	103	8	1.2	105	-3	-1	-4	2	21	-3
CCOc1cc(S(=O)(=O)N2CCCC2)ccc1Cl	7	102	-5	-0.1	103	-11	2	-8	1	44	0
CCCCN(C(=O)c1ccc2c(c1)OCO2)c1ccccc1	1	99	0	0.6	98	-3	-1	-5	2	9	-1
CC(OC(=O)CNC(=O)c1ccccc1F)C(=O)Nc1nc(-c2ccccc2)cs1 (stereo unspecified)	13	103	-2	8.7	101	-2	-2	-1	23	24	-6
CCOC(=O)C(C)Sc1nc2c(cnn2-c2ccc(C)cc2)c(=O)[nH]1 (stereo unspecified)	8	104	0	1.8	103	2	-1	-3	20	67	-5
COc1nc(-c2ccccc2)ccc1-c1noc(-c2ccccc2F)n1	11	108	5	6.5	111	2	2	4	69	37	3
O=C(/C=C/c1ccc(Br)o1)OCc1ccccc1	.	.	-8	0.2	.	-12	0	-6	1	31	-3
Cn1cccc1CNC1CCCC1	27	99	-1	-0.3	95	-1	-5	-3	0	17	-1
CCOc1ccccc1N1Cc2cc(C)c(C)cc2C1	20	97	-2	0.8	98	-7	-3	-8	18	14	-7
Cc1nc2ccc(NC(=O)c3ccc(F)c(S(=O)(=O)N4CCOCC4)c3)cc2s1	29	99	-12	1.0	101	-18	0	-9	17	22	-6
CC(C)C[C@@H](CN(C)N=O)N(C[C@H](Cc1ccccc1)N(CCc1ccccc1)N=O)N=O	6	103	0	6.4	105	-3	-1	0	7	20	0
O=C1c2ccccc2C(=O)c2c(NCc3cccnc3)cccc21	11	102	-1	1.5	102	-2	0	0	7	7	1
COc1ccc(NC(=O)Nc2ccc3c(c2)N(C)C(=O)CS3)cc1Cl	8	106	-11	0.7	106	-8	-1	-6	5	69	-3
Cc1ccc(CCC2C3=C(CCCC3=O)OC3=C2C(=O)CCC3)cc1	11	104	-6	1.8	106	-10	0	-8	9	22	-1
COc1ccc(O/C(=N\S(=O)(=O)c2ccccc2)c2ccccc2)cc1	30	89	-2	0.6	96	-1	0	-1	1	17	-2
O=C1c2cccc3cccc(c23)C(=O)N1CCN1CCN(C(=S)Nc2ccc(F)cc2)CC1	16	101	-9	-0.1	103	-13	-4	-6	4	10	-6
CC1(C)Cc2cccc(OCC(=O)NCCOc3ccccc3)c2O1	5	105	6	1.8	102	1	5	-2	7	11	3
CCOC(=O)/C(=C/c1ccccc1)NC(=O)c1ccco1	20	97	-10	1.1	91	-18	-2	-3	7	16	-6
C/C(=N/Nc1nc(-c2ccc(Cl)cc2)cs1)c1cccs1	9	101	-8	0.0	102	-9	0	-8	0	11	-4
CC(C)CC(=O)Nc1nc2ccc(S(C)(=O)=O)cc2s1	9	104	0	0.4	108	0	-4	-13	2	9	-6
Cc1cc2nc(Sc3c([N+](=O)[O-])nc(C)n3Cc3ccccc3)[nH]c2cc1C	8	104	-3	0.9	106	-4	-4	-5	12	20	-8
CCOc1ccc(NC(=O)CC(c2ccccc2)c2ccc(F)cc2)cc1 (stereo unspecified)	7	102	-7	1.2	103	-19	-4	-10	21	18	-6
O=C(C1Cc2ccccc2CN1S(=O)(=O)c1ccc(F)cc1)N1CCCCC1 (stereo unspecified)	10	100	-4	0.2	105	-8	-1	-2	3	32	1
COC(=O)CCC(=O)NNC(=O)c1cccc(Cl)c1	10	92	-13	0.9	92	-16	0	-7	3	31	-8
